Assay outcomes from PubChem BioAssay.
NSD2 block: inhibitors of human NSD2 methyltransferase | O96028 | NSD2-SET H3K36me1 DELFIA fluorescence, biochemical | inhibition, % at 12.5 µM | hit rate 0.07% among 44,000 | AID 624260; in the data active means inhibition above about 54%, passing the limit was not always enough;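 further: inhibitors reduce the monomethyl H3K36 fluorescence signal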
Target sequence (O96028 whole entry, looked up): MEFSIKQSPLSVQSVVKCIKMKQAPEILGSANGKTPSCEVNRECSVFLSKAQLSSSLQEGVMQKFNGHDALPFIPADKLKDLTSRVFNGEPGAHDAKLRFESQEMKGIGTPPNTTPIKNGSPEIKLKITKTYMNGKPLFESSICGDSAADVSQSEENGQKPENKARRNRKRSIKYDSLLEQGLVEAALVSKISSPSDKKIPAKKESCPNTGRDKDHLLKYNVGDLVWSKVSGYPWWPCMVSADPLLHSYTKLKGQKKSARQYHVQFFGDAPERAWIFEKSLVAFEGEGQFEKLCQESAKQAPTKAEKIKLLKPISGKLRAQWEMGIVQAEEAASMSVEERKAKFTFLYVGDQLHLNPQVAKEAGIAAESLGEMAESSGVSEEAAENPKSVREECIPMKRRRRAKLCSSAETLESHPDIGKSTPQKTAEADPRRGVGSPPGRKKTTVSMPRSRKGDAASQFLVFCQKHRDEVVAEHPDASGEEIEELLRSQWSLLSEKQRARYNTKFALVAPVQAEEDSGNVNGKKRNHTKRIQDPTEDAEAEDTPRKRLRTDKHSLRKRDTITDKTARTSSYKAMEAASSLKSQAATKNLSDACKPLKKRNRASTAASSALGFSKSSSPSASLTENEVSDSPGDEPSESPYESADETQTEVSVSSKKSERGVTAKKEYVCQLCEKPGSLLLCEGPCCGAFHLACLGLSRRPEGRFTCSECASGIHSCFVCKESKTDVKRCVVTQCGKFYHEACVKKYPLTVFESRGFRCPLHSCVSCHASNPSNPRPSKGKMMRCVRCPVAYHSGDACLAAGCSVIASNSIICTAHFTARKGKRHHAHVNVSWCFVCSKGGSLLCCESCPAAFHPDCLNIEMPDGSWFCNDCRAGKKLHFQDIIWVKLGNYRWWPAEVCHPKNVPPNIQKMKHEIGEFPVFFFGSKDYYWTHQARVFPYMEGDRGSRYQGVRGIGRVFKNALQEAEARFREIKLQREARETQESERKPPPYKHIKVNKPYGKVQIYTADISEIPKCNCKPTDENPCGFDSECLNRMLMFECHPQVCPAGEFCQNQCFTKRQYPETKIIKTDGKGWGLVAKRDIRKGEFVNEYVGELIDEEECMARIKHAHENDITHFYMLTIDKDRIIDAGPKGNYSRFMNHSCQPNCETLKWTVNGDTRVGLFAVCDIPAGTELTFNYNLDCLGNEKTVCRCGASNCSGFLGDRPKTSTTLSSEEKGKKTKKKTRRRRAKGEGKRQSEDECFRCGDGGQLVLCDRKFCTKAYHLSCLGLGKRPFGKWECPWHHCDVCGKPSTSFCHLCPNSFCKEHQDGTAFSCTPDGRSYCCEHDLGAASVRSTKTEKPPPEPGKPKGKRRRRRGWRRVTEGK
Numbers without * were called inactive. Some of the compounds tested (hit frequency here may not be typical).

NSD2 block,canonical_smiles
1,C[C@@H]1CCCCO[C@@H](CN(C)CC2CC2)[C@@H](C)CN([C@H](C)CO)C(=O)c2cc(NC(=O)Nc3ccc(F)cc3)ccc2O1
10,C[C@H]1CN([C@@H](C)CO)S(=O)(=O)c2ccc(-c3ccc(C#N)cc3)cc2O[C@H]1CN(C)CC1CC1
2,CC(C)NC(=O)Nc1cccc2c1O[C@@H](CN(C)C(=O)Nc1ccc(F)cc1)[C@H](C)CN([C@H](C)CO)C2=O
-3,C[C@H]1CN([C@@H](C)CO)C(=O)Cc2cc(NC(=O)NC3CCCCC3)ccc2O[C@H]1CN(C)S(C)(=O)=O
1,COCC(=O)N(C)C[C@@H]1Oc2ncc(/C=C/c3ccccc3)cc2C(=O)N([C@@H](C)CO)C[C@H]1C
1,CO[C@H](CN(C)Cc1cc(F)ccc1F)[C@@H](C)CN([C@H](C)CO)S(=O)(=O)c1ccc(F)cc1
5,C[C@@H]1O[C@@H](Oc2ccc(-c3coc4cc(O[C@@H]5O[C@@H](C)[C@H](O)[C@@H](O)[C@H]5O)ccc4c3=O)cc2)[C@H](O)[C@H](O)[C@H]1O
0,CN=C(NC#N)NCCSCc1csc(N=C(N)N)n1
-2,C[C@@H]1CN([C@H](C)CO)S(=O)(=O)c2ccc(C#C[C@@H](C)O)cc2O[C@@H]1CN(C)Cc1ccc(-c2ccccc2)cc1
-1,Cc1ccc(S(=O)(=O)Nc2ccc3c(c2)C(=O)N([C@H](C)CO)C[C@H](C)[C@H](CN(C)C(=O)CCC(F)(F)F)OCCCC[C@H](C)O3)cc1
-3,CCc1nnc(Cn2nnc3c(=O)[nH]c(C(=O)Nc4ccc(C)cc4)nc32)s1
-2,C[C@@H]1CCCCO[C@H](CN(C)Cc2ccc3c(c2)OCO3)[C@@H](C)CN([C@H](C)CO)C(=O)c2cc(NC(=O)NC3CCCCC3)ccc2O1
-7,COC(=O)CCCCCCC(=O)NOCc1ccccc1
1,C[C@H](CO)N1C[C@H](C)[C@H](CN(C)S(=O)(=O)c2ccccc2)OCCCC[C@H](C)Oc2ccc(NC(=O)Nc3ccc(F)cc3)cc2C1=O
-2,C[C@@H]1CCCCO[C@H](CN(C)C)[C@H](C)CN([C@@H](C)CO)C(=O)c2cc(NC(=O)Nc3ccc4c(c3)OCO4)ccc2O1
-4,C[C@H](CO)N1C[C@H](C)[C@@H](CN(C)Cc2ccc(C(=O)O)cc2)Oc2ccc(NC(=O)Nc3ccc(F)cc3)cc2CC1=O
0,C[C@H](CO)N1C[C@H](C)[C@H](CN(C)C(=O)Nc2ccc3c(c2)OCO3)Oc2ccc(NS(=O)(=O)c3ccc(Cl)cc3)cc2C1=O
3,Cc1cc(O)cc2oc3cc(O)cc(O)c3c(=O)c12
13,C[C@H](CO)N1C[C@H](C)[C@@H](CN(C)Cc2ccc(Oc3ccccc3)cc2)Oc2ccc(NC(=O)CCN3CCOCC3)cc2CC1=O
-6,C[C@@H]1CN([C@@H](C)CO)C(=O)c2cc(NC(=O)Nc3ccc(C(F)(F)F)cc3)ccc2O[C@@H]1CN(C)C(=O)Nc1ccc(F)cc1
11,COc1cc(COc2cc(N)c(Cl)cc2C(=O)CCC2CCN(CCNS(C)(=O)=O)CC2)cc(OC)c1
5,COc1ccccc1-c1cnc2c(c1)C(=O)N([C@@H](C)CO)C[C@H](C)[C@@H](CN(C)Cc1cncnc1)O2
5,CNC[C@H]1Oc2c(NC(=O)c3ccc(-c4nccs4)cc3)cccc2C(=O)N([C@H](C)CO)C[C@@H]1C
3,C[C@@H]1CN([C@H](C)CO)C(=O)c2cc(C#CCN(C)C)cnc2O[C@@H]1CN(C)Cc1ccc(-c2ccccc2)cc1
-3,O=C(N/N=C/c1ccccc1OCCO)c1ccccn1

Already shown: entries from further up.
NSD2 block,canonical_smiles
5,COc1ccccc1-c1cnc2c(c1)C(=O)N([C@@H](C)CO)C[C@H](C)[C@@H](CN(C)Cc1cncnc1)O2
5,CNC[C@H]1Oc2c(NC(=O)c3ccc(-c4nccs4)cc3)cccc2C(=O)N([C@H](C)CO)C[C@@H]1C
3,C[C@@H]1CN([C@H](C)CO)C(=O)c2cc(C#CCN(C)C)cnc2O[C@@H]1CN(C)Cc1ccc(-c2ccccc2)cc1
-3,O=C(N/N=C/c1ccccc1OCCO)c1ccccn1

Returning to the listing; the 2 compounds before the break are reprinted first.
NSD2 block,canonical_smiles
3,C[C@@H]1CN([C@H](C)CO)C(=O)c2cc(C#CCN(C)C)cnc2O[C@@H]1CN(C)Cc1ccc(-c2ccccc2)cc1
-3,O=C(N/N=C/c1ccccc1OCCO)c1ccccn1
-3,Cc1noc(C)c1S(=O)(=O)Nc1ccc2c(c1)C(=O)N([C@@H](C)CO)C[C@@H](C)[C@@H](CN(C)C(=O)Nc1cccc3ccccc13)OCCCC[C@@H](C)O2
4,C[C@@H]1CN([C@H](C)CO)C(=O)c2cc(-c3ccc(F)cc3)cnc2O[C@@H]1CN(C)Cc1cncnc1
2,COc1ccccc1NC(=O)N(C)C[C@@H]1OCc2cnnn2CCCC(=O)N([C@@H](C)CO)C[C@H]1C
3,Cc1ccc(S(=O)(=O)Nc2ccc3c(c2)C(=O)N([C@H](C)CO)C[C@H](C)[C@H](CN(C)S(=O)(=O)c2cn(C)cn2)OCCCC[C@H](C)O3)cc1
-3,COC(=O)CCCCCCC(=O)N/N=C/c1ccc(O)cc1
1,C[C@H](CO)N1C[C@H](C)[C@H](CN(C)Cc2ccc(C(=O)Nc3ccccc3N)cc2)Oc2c(NC(=O)Nc3ccc(C(F)(F)F)cc3)cccc2C1=O
-2,COc1ccc(NC(=O)Nc2ccc3c(c2)C(=O)N([C@H](C)CO)C[C@@H](C)[C@@H](CN(C)CC2CCCCC2)OCCCC[C@@H](C)O3)cc1
1,C[C@@H]1CN([C@H](C)CO)C(=O)Cc2cc(NC(=O)CCC(F)(F)F)ccc2O[C@H]1CN(C)S(=O)(=O)c1ccccc1
0,CC(C)NC(=O)N(C)C[C@H]1Oc2ccc(NC(=O)CCC(F)(F)F)cc2C(=O)N([C@@H](C)CO)C[C@H]1C
2,C[C@H](CO)N1C[C@H](C)[C@@H](CN(C)S(=O)(=O)c2cccs2)Oc2c(NC(=O)c3ccncc3)cccc2C1=O
0,C[C@H](CO)N1C[C@H](C)[C@H](CN(C)Cc2ccc3c(c2)OCO3)Oc2c(NC(=O)NC3CCCCC3)cccc2C1=O
-3,C[C@@H]1CN([C@@H](C)CO)S(=O)(=O)c2ccc(C#CCN(C)C)cc2O[C@@H]1CN(C)C(=O)C1CCCCC1
17,C[C@H]1CN([C@@H](C)CO)C(=O)c2cccc(N(C)C)c2O[C@H]1CN(C)Cc1ccc(C(=O)O)cc1
0,C[C@H](CO)N1C[C@H](C)[C@H](CN(C)S(C)(=O)=O)Oc2ccc(NC(=O)CCCCCC(=O)Nc3ccccc3N)cc2CC1=O
0,Cc1ccc(S(=O)(=O)N(C)C[C@@H]2Oc3ccc(NS(=O)(=O)c4cccs4)cc3CC(=O)N([C@H](C)CO)C[C@@H]2C)cc1
11,COC(=O)C(CC#Cc1ccc2c(c1)[C@]1(C(=O)N2)[C@H](c2ccc(O)cc2)N2[C@H](c3ccccc3)[C@H](c3ccccc3)OC(=O)[C@H]2[C@@H]1C(=O)N1CCCCCCC1)C(=O)OC
9,COCC(=O)Nc1ccc2c(c1)[C@@H]1C[C@H](CC(=O)N(C)C)O[C@@H](CO)[C@@H]1O2
-2,Cc1ccc(S(=O)(=O)Nc2ccc3c(c2)CC(=O)N([C@@H](C)CO)C[C@H](C)[C@@H](CN(C)CC2CC2)O3)cc1
6,C[C@@H]1CN([C@@H](C)CO)C(=O)c2cccc(NC(=O)Nc3ccc(F)cc3)c2O[C@@H]1CN(C)S(=O)(=O)c1cn(C)cn1
1,C[C@H](CO)N1C[C@H](C)[C@@H](CN(C)Cc2cccnc2)Oc2ncc(-c3cccc(C#N)c3)cc2C1=O
-3,C[C@H]1CN([C@@H](C)CO)C(=O)c2cc(C#CCc3ccccc3)cnc2O[C@@H]1CN(C)CC1CCOCC1
0,O=C(CCCCCC(=O)Nc1ccccc1O)N/N=C/c1ccc(Br)s1
0,CC(C)NC(=O)N(C)C[C@@H]1Oc2ccc(NC(=O)Cc3cn(C)c4ccccc34)cc2CC(=O)N([C@@H](C)CO)C[C@H]1C
6,C[C@@H]1CN([C@H](C)CO)S(=O)(=O)c2ccc(-c3ccccc3F)cc2O[C@H]1CN(C)Cc1cccnc1
8,C[C@@H]1CCCCO[C@@H](CN(C)S(=O)(=O)c2cn(C)cn2)[C@H](C)CN([C@H](C)CO)C(=O)c2cc(NC(=O)Cc3ccccc3)ccc2O1

Structural class: the entries above with an aryl methoxy group
NSD2 block,canonical_smiles
11,COc1cc(COc2cc(N)c(Cl)cc2C(=O)CCC2CCN(CCNS(C)(=O)=O)CC2)cc(OC)c1
5,COc1ccccc1-c1cnc2c(c1)C(=O)N([C@@H](C)CO)C[C@H](C)[C@@H](CN(C)Cc1cncnc1)O2
2,COc1ccccc1NC(=O)N(C)C[C@@H]1OCc2cnnn2CCCC(=O)N([C@@H](C)CO)C[C@H]1C
-2,COc1ccc(NC(=O)Nc2ccc3c(c2)C(=O)N([C@H](C)CO)C[C@@H](C)[C@@H](CN(C)CC2CCCCC2)OCCCC[C@@H](C)O3)cc1

Remaining list, next part
NSD2 block,canonical_smiles
6,C[C@@H]1CN([C@H](C)CO)S(=O)(=O)c2ccc(-c3cccc(C(=O)N(C)C)c3)cc2O[C@@H]1CN(C)C(=O)Nc1ccc(F)cc1
2,NS(=O)(=O)c1ccc(N(S(=O)(=O)c2ccccc2)S(=O)(=O)c2ccccc2)cc1
-3,C[C@H]1CN([C@@H](C)CO)C(=O)Cc2cc(NS(=O)(=O)c3cccs3)ccc2O[C@@H]1CN(C)Cc1ccc(Oc2ccccc2)cc1
8,C[C@@H]1CN([C@H](C)CO)S(=O)(=O)c2ccc(C#Cc3ccncc3)cc2O[C@@H]1CN(C)S(=O)(=O)c1ccccc1
-2,CC1=CC(=O)CC2[C@@]1(C)CC[C@@H](C)[C@]2(C)CCC(C)CC(=O)O (some centres not stated)
-4,CNC[C@H]1OCCCC[C@@H](C)Oc2ccc(NS(=O)(=O)c3ccc(OC)cc3)cc2C(=O)N([C@H](C)CO)C[C@@H]1C
-11,O=C1O[C@@H](c2ccccc2)[C@@H](c2ccccc2)N2[C@@H](c3ccc(O)cc3)[C@]3(C(=O)Nc4ccccc43)[C@@H](C(=O)N3CCN(c4ncccn4)CC3)[C@H]12
-1,C[C@H]1CN([C@@H](C)CO)C(=O)Cc2cc(NC(=O)Nc3ccc4c(c3)OCO4)ccc2O[C@@H]1CN(C)S(=O)(=O)c1cn(C)cn1
6,C[C@H]1CN([C@@H](C)CO)C(=O)Cc2cc(NC(=O)Nc3ccccc3)ccc2O[C@H]1CN(C)S(=O)(=O)c1cn(C)cn1
5,C[C@@H]1CCCCO[C@@H](CN(C)C(=O)c2ccccc2)[C@@H](C)CN([C@@H](C)CO)C(=O)c2cc(NC(=O)NC3CCCCC3)ccc2O1
-9,CC(=O)N(C)C[C@@H]1Oc2cc(C#Cc3ccccc3)ccc2S(=O)(=O)N([C@H](C)CO)C[C@H]1C
8,CC(C)CC#Cc1ccc2c(c1)O[C@@H](CN(C)Cc1ccc3c(c1)OCO3)[C@H](C)CN([C@H](C)CO)S2(=O)=O
-3,C[C@@H]1CCCCO[C@@H](CN(C)S(C)(=O)=O)[C@@H](C)CN([C@@H](C)CO)C(=O)c2cc(NS(=O)(=O)c3ccc(Cl)cc3)ccc2O1
21,C[C@@H]1CN([C@H](C)CO)C(=O)Cc2cc(NC(=O)Nc3ccccc3)ccc2O[C@H]1CN(C)Cc1ccc(C(=O)O)cc1
-8,C[C@@H]1CCCCO[C@@H](CN(C)S(=O)(=O)c2ccccc2)[C@@H](C)CN([C@@H](C)CO)C(=O)c2cc(NC(=O)Nc3ccc(F)cc3)ccc2O1
2,C[C@H](CO)N1C[C@H](C)[C@H](CN(C)S(C)(=O)=O)Oc2ccc(NC(=O)Cn3cnnn3)cc2CC1=O
2,C[C@H]1CN([C@@H](C)CO)C(=O)c2cccc(NC(=O)Nc3ccc(C(F)(F)F)cc3)c2O[C@@H]1CN(C)CC1CC1
-2,C[C@H](CO)N1C[C@H](C)[C@H](CN(C)C(=O)c2ccccc2F)Oc2cc(C#CCN(C)C)ccc2S1(=O)=O
-2,Cc1noc(C)c1S(=O)(=O)N(C)C[C@H]1OCCCC[C@@H](C)Oc2ccc(NC(=O)Nc3ccc(C(F)(F)F)cc3)cc2C(=O)N([C@@H](C)CO)C[C@@H]1C
7,CC(C)NC(=O)N(C)C[C@H]1Oc2c(NS(=O)(=O)c3cn(C)cn3)cccc2C(=O)N([C@@H](C)CO)C[C@@H]1C
0,C[C@@H]1CN([C@H](C)CO)C(=O)c2cc(-c3cccc(C(=O)N(C)C)c3)cnc2O[C@@H]1CN(C)S(=O)(=O)c1ccccc1
13,C[C@@H]1CN([C@H](C)CO)S(=O)(=O)c2ccc(C#Cc3ccccn3)cc2O[C@H]1CN(C)Cc1ccc(F)cc1
-7,COc1ccc(CN(C)C[C@@H]2Oc3ccc(NC(=O)Nc4ccc(F)cc4)cc3C(=O)N([C@@H](C)CO)C[C@@H]2C)cc1
3,O=C(C[C@@H]1C[C@@H]2c3cc(NC(=O)Nc4ccc(F)cc4)ccc3O[C@@H]2[C@@H](CO)O1)NCC1CC1
-5,C[C@@H]1CCCCO[C@@H](CN(C)C(=O)Nc2ccc(F)cc2)[C@H](C)CN([C@H](C)CO)C(=O)c2cc(NC(=O)C3CCCCC3)ccc2O1
21,C[C@H](CO)N1C[C@H](C)[C@@H](CN(C)CC2CCCCC2)OCCCC[C@H](C)Oc2ccc(NC(=O)Nc3cccc4ccccc34)cc2C1=O
0,C=C[C@@]1(C)C[C@H](O)[C@@H]2[C@@H](OC(O)[C@H]2C)[C@@H]1C(=C)C (some centres not stated)
2,C[C@@H]1CCCCO[C@@H](CN(C)C(=O)Nc2ccc3c(c2)OCO3)[C@H](C)CN([C@@H](C)CO)C(=O)c2cc(NC(=O)c3ccncc3)ccc2O1
